Bioassay records (PubChem BioAssay)
Coupling enz = qHTS Assay for Inhibitors of Fructose-1,6-bisphosphate Aldolase from Giardia Lamblia: Coupling assay counterscreen; coupling enzyme system counterscreen, AmpLite Red fluorescence; activity change, negative = inhibition, % at 58.2 µM, hits read low; 290,000 compounds, 0.67% hits; AID 2472, 2010; in the data active = activity change below about -30%; also: % is scaled to controls: 0 for no effect and ±100 for the full control effect
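Counterscreen of the coupled detection system alone, without aldolase: glyceraldehyde-3-phosphate coupling enzymes plus AmpLite Red readout. Compounds at 57.5 uM final, 10 min RT preincubation, 20 min RT reaction, fluorescence 525/598 nm.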
hERG WT inh = qHTS for Inhibitors of KCHN2 3.1: Wildtype qHTS; activity change, % at 1.84 µM; Voltage-gated inwardly rectifying potassium channel KCNH2 (Homo sapiens), Q12809; 340,000 compounds, 0.37% hits; U2OS, BacMam KCNH2, thallium flux FluxOr; active compounds read low; AID 720551, 2013;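 active = maximum activity change below -70%; inconclusive = maximum activity change between -70% and -50%; inactive = maximum activity change above -50%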; also: % is scaled to controls: 0 for no effect and ±100 for the full control effect
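U2OS cells transduced with wild-type KCNH2 virus are loaded with FluxOr dye for 45 min, and thallium flux is measured in kinetic reads before and after stimulation buffer. Rate constants are normalized to DMSO controls.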
TRPV1 agonist = HTS Assay for Compounds that Act as Agonists of the Vanilloid Receptor 1 | TRPV1-expressing cells, Fluo-8 calcium influx, agonist mode | Transient receptor potential cation channel subfamily V member 1 (Homo sapiens), Q8NER1 | 320,000 compounds, 0.19% hits | activation, % at 8.33 µM; in the data active = activation above about 80%; inconclusive = between about 30% and that limit; also: 0% is about no effect
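Cells expressing TRPV1 were dye-loaded with Fluo-8 and read kinetically: 10 s baseline, 3 min after compound (agonist portion), then 2 min after EC20 capsaicin (allosteric enhancer portion). Calcium-bound dye fluorescence at 480/520 nm.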
KCNH2 3.1 inh = qHTS for Inhibitors of KCHN2 3.1: Mutant qHTS; activity change, % (tested at about 1.8 µM); 340,000 compounds, 0.95% hits; Potassium voltage-gated channel subfamily H member 2, brain isoform KCNH2 3.1 (human); U2OS KCNH2 3.1, thallium flux FluxOr; active compounds read low;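 active = maximum activity change below -70%; inconclusive = maximum activity change from -70% to -50%; inactive = maximum activity change above -50%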;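 also: thallium influx rate constant from kinetic fluorescence after stimulation buffer; % is scaled to controls: 0 for no effect and ±100 for the full control effect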
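Thallium flux via FluxOr fluorescence (Red40 quencher, 45 min loading) in U2OS cells virally expressing the KCNH2 3.1 isoform (1.77 x 10^8 /mL virus, overnight at 37 C). Rate constants from 2-min kinetic reads post-stimulation, normalised to positive and negative controls.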
MLL CXXC-DNA inh = qHTS Fluorescence Polarization Assay for Inhibitors of MLL CXXC domain - DNA interaction. Histone-lysine N-methyltransferase 2A (Homo sapiens), Q03164. MLL-CXXC / FITC-HOXA9 DNA fluorescence polarization. Potency, µM (doses to about 115 µM), inactives show at the highest dose activity change, negative = inhibition, usual class: inhibitors. 290,000 compounds, 0.037% hits. AID 2662, 2010; active = well fitted inhibition curve with a large enough effect in the polarisation, with a control signal flat, not every such curve was filed as active; inconclusive = small, poorly fitted or top-dose-only effect, or effect the other way, or a change in a side signal; inactive = no such curve, though single readings can be large or run the other way; the % refers to the polarisation; also: potency is read from the fitted curve at half-maximal effect
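Steps: dispense CXXC domain solution (7 uM) → pin compounds or unlabeled HOX-A9 DNA control → 5 min ambient → add FLSN-HOX-A9 solution (50 nM) → spin → 30 min ambient → fluorescence polarization. Tris pH 7.5/NaCl/DTT/BSA buffer.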
USP2a inh = qHTS Assay for Inhibitors of Ubiquitin-specific Protease USP2a Using CHOP2 as the Reporter. 330,000 compounds, 0.01% hits. USP2 core, Ub-CHOP2 coupled fluorogenic reporter, 485/531. Ubiquitin carboxyl-terminal hydrolase 2 (Homo sapiens), O75604. Potency, µM (top dose mostly 38.3 µM), inactives show top-dose activity change, negative = inhibition, hits mostly inhibitors. AID 463254, 2010;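 also: potency is read from the fitted curve at half-maximal effect; plate controls were DMSO wells for no effect and full inhibition by NEM control for full effect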
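Cell-free coupled assay: 10nM USP2 core preincubated 30min RT with compound in Tris-HCl pH 8.0/CaCl2/CHAPS buffer, then 25nM Ub-CHOP2 and 25nM reporter substrate; fluorescence (Ex 485/Em 531) read after 60min RT, normalized to NEM inhibition, concentration-response curves fitted.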
GALK inhibitor = qHTS Assay for Inhibitors of Human Galactokinase (GALK); Purified GALK, Kinase-Glo residual ATP luminescence; Potency, µM (top dose mostly 57.5 µM), for inactives: top-dose activity change, negative = inhibition, usual class: inhibitors; AID 1868, 2009; 270,000 compounds, 0.007% hits; also: potency is read from the fitted curve at half-maximal effect; % is scaled to controls: 0 for no effect and ±100 for the full control effect
Target sequence (P51570 whole entry, looked up): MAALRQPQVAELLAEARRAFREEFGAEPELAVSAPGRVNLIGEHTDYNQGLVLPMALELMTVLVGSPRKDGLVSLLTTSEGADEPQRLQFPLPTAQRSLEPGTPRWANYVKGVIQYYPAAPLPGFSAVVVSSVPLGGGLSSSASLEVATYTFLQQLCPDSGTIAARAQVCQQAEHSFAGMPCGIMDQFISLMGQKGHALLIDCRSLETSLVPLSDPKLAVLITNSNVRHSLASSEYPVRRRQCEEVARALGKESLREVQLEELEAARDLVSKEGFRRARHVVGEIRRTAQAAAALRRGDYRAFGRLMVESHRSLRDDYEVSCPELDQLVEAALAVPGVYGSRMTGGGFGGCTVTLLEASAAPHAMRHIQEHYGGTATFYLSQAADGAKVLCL
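GALK at 5 nM final was combined with compound, 35 uM ATP and 100 uM galactose in HEPES pH8.0 with MgCl2 and DTT. The reaction ran one hour at room temperature before luminescent ATP detection.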
PKM2 act = qHTS Assay for Activators of Human Muscle isoform 2 Pyruvate Kinase; Pyruvate kinase PKM (Homo sapiens), P14618; purified PKM2, Kinase-Glo ATP luminescence, activation; response scale: 0% is enzyme alone, no compound; Potency, µM (doses to about 57.5 µM), for inactives: at the top dose activation, most hits filed as activators; 260,000 compounds, 0.34% hits; also: potency is read from the fitted curve at half-maximal effect; % is scaled to controls: 0 for no effect and ±100 for the full control effect; nearly all actives have a fitted effect of over 55% in size
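Kinase-Glo luminescence reports ATP generated from ADP (0.1 mM) and PEP (0.5 mM) by purified hPK-M2 after 1 h at room temperature, pH 7.2 imidazole buffer; intermediate enzyme activity allows detecting inhibitors and activators.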
Menin MLL FP TR = qHTS Assay for Inhibitors Targeting the Menin-MLL Interaction in MLL Related Leukemias: Competition With Texas Red Labeled MLL-derived Mutant Peptide | Menin + Texas Red MLL mutant peptide, fluorescence polarization | O00255 | 270,000 compounds, 0.23% hits | AID 1768, 2009 | Potency, µM (titrated, usually from 61.6 µM), without a hit: top-dose FP activity change, negative = inhibition, usual class: inhibitors; active = well fitted inhibition curve with a large enough effect in the polarisation, with a control signal flat, not every such curve was filed as active; inconclusive = small, poorly fitted or top-dose-only effect, or effect the other way, or a change in a side signal; inactive = no such curve, though single readings can be large or run the other way; the % refers to the polarisation; also: potency is read from the fitted curve at half-maximal effect; % of control where 0% means no effect; many of its hits are not listed in these tables
Target sequence (O00255 whole entry, looked up): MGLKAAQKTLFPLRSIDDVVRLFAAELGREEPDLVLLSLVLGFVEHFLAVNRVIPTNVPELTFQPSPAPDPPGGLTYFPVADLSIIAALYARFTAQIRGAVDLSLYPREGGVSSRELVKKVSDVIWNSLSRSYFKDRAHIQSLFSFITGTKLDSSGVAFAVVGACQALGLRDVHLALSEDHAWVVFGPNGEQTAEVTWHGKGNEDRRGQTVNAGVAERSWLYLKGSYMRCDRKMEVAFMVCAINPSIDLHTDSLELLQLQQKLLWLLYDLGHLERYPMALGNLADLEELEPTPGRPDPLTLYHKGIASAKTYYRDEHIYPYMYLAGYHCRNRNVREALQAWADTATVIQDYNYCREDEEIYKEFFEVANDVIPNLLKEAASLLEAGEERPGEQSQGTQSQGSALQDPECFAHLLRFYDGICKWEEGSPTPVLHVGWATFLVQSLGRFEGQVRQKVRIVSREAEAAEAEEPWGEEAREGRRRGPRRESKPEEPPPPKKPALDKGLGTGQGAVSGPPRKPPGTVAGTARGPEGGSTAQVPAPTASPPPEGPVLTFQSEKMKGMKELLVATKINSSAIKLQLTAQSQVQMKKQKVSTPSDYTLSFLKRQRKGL
Giardia killer = Small Molecules that selectively kill Giardia lamblia: qHTS | 340,000 compounds, 0.15% hits | Giardia lamblia trophozoite viability | activity change, % at 7.66 µM, hits read low; in the data active = activity change below about -80%; inconclusive = between about -30% and that limit;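 also: parasites exposed to compound for two days anaerobically before the ATP read; % is scaled to controls: 0 for no effect and ±100 for the full control effect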
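Trophozoite viability was measured as ATP-dependent luminescence, read 15-30 min after reagent addition. Before that, parasites at 100 cells/well were exposed to compounds for 48 h, anaerobically, at 37 deg C.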
B2AR arrestin = qHTS assay of beta-arrestin-biased ligands of beta2-adrenergic receptor; beta-arrestin recruitment to beta2AR, cell-based reporter; Beta-2 adrenergic receptor (Homo sapiens), P07550; Potency, µM (highest dose often 46.1 µM), for inactives: at the highest dose activation, actives largely listed as activators; AID 492947, 2010; 330,000 compounds, 0.02% hits;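 also: potency is read from the fitted curve at half-maximal effect; 0% = DMSO controls and full agonism = EC100 isoproterenol or metaproterenol; nearly all actives have a fitted effect of over 65% in size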
Active calls of the source: *; ? = inconclusive; . = no result given; & = joins results of further samples; [ ] = dose if it differs, or a comment. Unless noted, calls follow the shape of the dose curve; as a rule, active = well fitted curve in the direction sought with a large enough effect; inconclusive = small, poorly fitted or top-dose-only effect, or another doubt; inactive = no such curve, though single readings can be large; an effect the other way counts as inactive or inconclusive.

SMILES	Coupling enz	hERG WT inh	TRPV1 agonist	KCNH2 3.1 inh	MLL CXXC-DNA inh	USP2a inh	GALK inhibitor	PKM2 act	Menin MLL FP TR	Giardia killer	B2AR arrestin
COc1ccc(OC)c(NC(=O)c2cc3c(cc2Cl)N2CCCCCC2=NS3(=O)=O)c1	.	0	.	-21	.	1%	.	.	.	-6	-0.2%
CCC(C)NC(=O)COC(=O)c1oc2ccccc2c1CSc1ccc(Cl)cc1 (stereo not given)	2	.	-3	-23	2%	-1%	3%	1%	-15%	30[activator]	-0.2%
Cc1cccc(OCC(=O)Nc2c3c(nn2C(C)(C)C)CS(=O)(=O)C3)c1	.	5	0	-16	-5%	2%	0%	2%	.	-16	0.5%
N#Cc1nc(COc2ccccc2)oc1N1CCOCC1	-1	2	-1	7	3%	3%	0%	1%	-11%	-5	-0.4%
Nc1ccc(NC(=O)NC2CCCCC2)cc1	1	-2	4	-4	0%	1%	0%	-1%	4%	-17	0.0%
O=C(C[n+]1ccc(Cc2ccccc2)cc1)Nc1ccc([N+](=O)[O-])cc1Cl	4	.	0	-4	17%	-1%	3%	-16%	8%	15	-0.5%
CCC(=O)N1CCc2cc(S(=O)(=O)NC(C(=O)NCc3ccc(F)cc3)C(C)C)ccc21 (stereo not given)	5	10	0	21	9%	-2%	3%	-2%	-5%	4	-0.2%
COc1ccccc1N1CCN(C2CCN(C(=O)c3cc(OC)c(OC)c(OC)c3)CC2)CC1	7	0	3	-15	-6%	3%	-2%	-14%	-10%	-5	-0.2%
COc1ccc(S(=O)(=O)NNC(=O)c2cc3cc4ccccc4nc3s2)cc1	20	8	9	-5	-7%	-4%	0%	-10%	?	5	-0.1%
O=C(c1ccncc1)c1ccc(NS(=O)(=O)c2ccc(Br)s2)cc1	-2	-11	2	4	5%	-2%	-1%	-9%	30%[activator]	-3	0.4%
CC1(C)CCC[C@]2(C)[C@H]3CC(=O)O[C@]3(C)CC[C@@H]12	0&4	-12	11	2	7%	3%	-3%	.	-29%&-18%	1	-0.6%
O=c1ccc2[n+]([O-])c3ccc(O)cc3oc-2c1	1	4	2	0	35µM*	0%	23%	-46%	.	7	-0.8%
CSc1ccc(CN(C)C(=O)C2CCN(C(=O)Nc3ccccc3)CC2)cc1	.	2	3	-17	.	-1%	.	.	.	-6	0.1%
CCOc1cc(C2C3=C(CCCC3=O)NC3=C2C(=O)CCC3)ccc1OCCO	0	8	2	6	7%	3%	1%	18%	-8%	-7	-1.3%
COc1ccc(/C=C/C(=O)NCCNC(=O)c2ccccc2)cc1OC	0	1	5	-1	2%	0%	0%	?	1%	5	0.4%
O=C(Nc1cccc(Cl)c1)C1=Cc2cc(Cl)ccc2OC1	-9	0	?	-13	0%	4%	0%	8%	?	-1	-0.1%
COCCCn1c(=O)c2sccc2n2c(CCCC(=O)NCc3cccc(OC)c3)nnc12	.	-3	-3	-2	10%	2%	-1%	.	.	-11	0.2%
Cc1cc(=O)[nH]c(SCc2nc3ccccc3s2)n1	7	17	0	20	-6%	-3%	0%	7%	3%	20	0.5%
CC(OC(=O)c1ccc(Cl)c(S(N)(=O)=O)c1)C(=O)NCC1CCCCC1 (stereo not given)	.	9	-4	-4	.	-5%	.	.	.	3	7.0%
O=C(NCCc1ccccc1)C1CCN(C2CCN(Cc3ccc(CO)o3)CC2)CC1	-5	-2	3	2	3%	-4%	1%	10%	0%	-9	-1.6%
COc1ccc(CCNC(=O)CSc2nc(C)nc3c2c(=O)n(C)c(=O)n3C)cc1OC	1	-5	1	4	4%	1%	2%	-9%	8%	-3	-0.2%
CN(CC(=O)Nc1ccc(Cl)c(C(F)(F)F)c1)C(=O)/C=C/c1cccs1	.	3	3	-1	.	-5%	.	.	.	9	0.1%
CCOC(=O)c1c(C)[nH]c(C)c1C(=O)CSc1nc2ccccc2n1CC	0	26	-2	7	12%	4%	1%	0%	13%	-4	0.2%
COc1cccc(NC(=O)N2CCN(C(=O)C(Cc3ccc(OC)c(OC)c3)NC(C)=O)CC2)c1 (stereo not given)	0	5	0	10	1%	-2%	-1%	-5%	1%	-9	-0.8%
CCc1ccc(S(=O)(=O)Nc2cc3c(cc2C)n(C)c(=O)n3C)cc1	-2	3	3	3	20%	3%	5%	8%[0.46 µM]	5%	9	0.2%
COc1ccccc1-c1nn2c(C(F)(F)F)nnc2s1	2	12	?	18	4%	0%	-1%	-6%	1%	2	0.2%
O=C(O)c1ccc2cc[nH]c2c1	0	-8	0	-14	0%	-1%	6%	-1%	-6%	10	-1.9%
CCC(Sc1nc2ccccc2[nH]1)C(=O)Nc1cc(C)on1 (stereo not given)	-2	1	11	8	-1%	2%	0%	0%	-17%	31[activator]	-0.8%
CCOc1ccc(-c2[nH]nc3c2C(c2ccc4c(c2)OCO4)C(C#N)=C(N)O3)cc1OC (stereo not given)	0	-6	2	14	11%	0%	-2%	3%	11%	2	-0.2%
Cc1cc(C)nc(NC(=O)CSc2nc3cc(Cl)ccc3s2)n1	4	-6	0	-3	56%[activator]	-2%	-2%	-3%	.	-16	0.3%

In a second layout: entries from further up.
Below each compound – Coupling enz, hERG WT inh, TRPV1 agonist, KCNH2 3.1 inh, MLL CXXC-DNA inh, USP2a inh, GALK inhibitor, PKM2 act, Menin MLL FP TR, Giardia killer, B2AR arrestin
> COc1ccc(CCNC(=O)CSc2nc(C)nc3c2c(=O)n(C)c(=O)n3C)cc1OC
→ 1, -5, 1, 4, 4%, 1%, 2%, -9%, 8%, -3, -0.2%
> CN(CC(=O)Nc1ccc(Cl)c(C(F)(F)F)c1)C(=O)/C=C/c1cccs1
→ ., 3, 3, -1, ., -5%, ., ., ., 9, 0.1%

(list continues)
SMILES	Coupling enz	hERG WT inh	TRPV1 agonist	KCNH2 3.1 inh	MLL CXXC-DNA inh	USP2a inh	GALK inhibitor	PKM2 act	Menin MLL FP TR	Giardia killer	B2AR arrestin
COc1ccc(-n2nc3c(N4CCC(C(=O)NCc5ccccc5C)CC4)nnc(C)c3c2C)cc1	.	18	11&29	-39	15%	-1%&-1%	-2%	.	.	0	-0.2%&0.0%
O=C(NC(=O)C(F)(F)F)Nc1ccc(S(=O)(=O)Nc2nccs2)cc1	-1	-1	-1	14	-10%	0%	-2%	3%	17%	?	0.4%
O=C(CSc1nnc(-c2c[nH]c3ccccc23)o1)N1c2ccccc2CCc2ccccc21	-1	11	0	-10	4%	-3%	0%	12%	.	-5	-0.1%
COc1cc(C(=O)Nc2ccc(S(=O)(=O)Nc3onc(C)c3C)cc2)cc(OC)c1OC	1	-6	-1	2	2%	-4%	0%	-10%	2%	-16	-0.3%
CCS(=O)(=O)C1=NSC2=NC(=O)/C(=C\c3ccc(OC(=O)c4ccco4)cc3)C(=N)N21	15	5	1	-2	21%	1%	-21%	.	?	-3	0.8%
CC(C)C[C@@H]1CN=C(N)N1C[C@@H]1CCCN1C[C@@H](C(C)C)N1C[C@@H](Cc2ccccc2)N(CCc2ccc(Cl)c(Cl)c2)C1=N	.	-7	.	14	.	3%	.	.	.	-20	-0.5%
CCCSc1nc(N2CCCC2)c2c(c1C#N)CC(C)(C)OC2	-1	0	17	-1	-5%	2%	0%	-4%	0%	-17	0.0%
C/C(=N\Nc1ccccn1)c1ccc(S(=O)(=O)NCc2ccco2)cc1	1	-1	3	-12	-2%	3%	1%	3%	2%	5	0.5%

A portion of the library; rates above refer to the full screens.
